Screening data from PubChem.
V-ATPase pH: regulators of yeast V-ATPase proton transport; S. cerevisiae, pHLuorin cytosolic pH fluorescence; response, % at 10 µM; 350,000 tested, 0.37% active; AID 504577; in the data active = response mostly above about 7.3%, no sharp cut-off; inactive = mostly below about 5.4%; note: actives read high; inactives centre near 0; some compounds called inactive have numbers as strong as hits; reference of the scale not given here
MITF TRPM1 HTS: activators of MITF-driven TRPM1 promoter activity in SK-MEL-5 cells; SK-MEL-5 TRPM1-promoter luciferase, 24 h; % of positive control, neutral wells = 0; activation, % at 12.5 µM; 300,000 tested, 0.75% active; AID 588334;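 active = mean activation of at least 80% with every replicate also reaching 80%; inconclusive = mean reaches 80% but some replicate falls short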;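 note: 0% = neutral control wells and 100% = parthenolide positive control wells; values of inactives mirror those of a sister screen read the other way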
NSD2 HMT inh: NSD2 (human) methyltransferase inhibition. O96028. NSD2 peptide methylation, AlphaScreen, 120 min. inhibition, % at 12.5 µM. 310,000 tested, 0.54% active. AID 743445; in the data active = inhibition above about 50%
SR-BI DiI inh: blocks mouse SR-BI lipid uptake from DiI-HDL. Q61009. ldlA[mSR-BI] CHO cells, DiI-HDL uptake fluorescence, 3 h. inhibition, % at 12.5 µM. 320,000 tested, 0.96% active. AID 488896;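 active = mean replicate inhibition of at least 70% and a set share of replicates each scoring 70 or more; inconclusive = meets just one of the two criteria; inactive = fails both criteria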;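 note: 0% = median of neutral control wells and 100% = median of positive control wells; values of inactives mirror those of a sister screen read the other way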
CDK5 inh: blocks human CDK5/p35 kinase activity. Q00535+Q15078. Recombinant CDK5/p35, ADP-Glo luminescence, 60 min. inhibition, % at 10 µM. 330,000 tested, 0.01% active. AID 488839;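 active = highest replicate inhibition of at least 50% and at least 75% of replicates reaching 50%; inconclusive = only one of the two criteria met; inactive = both criteria failed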;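 note: plate controls were DMSO neutral control for no effect and GW8510 at 10 µM for full effect; many of its hits are not listed in these tables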
Target sequence (Q00535 whole entry, looked up): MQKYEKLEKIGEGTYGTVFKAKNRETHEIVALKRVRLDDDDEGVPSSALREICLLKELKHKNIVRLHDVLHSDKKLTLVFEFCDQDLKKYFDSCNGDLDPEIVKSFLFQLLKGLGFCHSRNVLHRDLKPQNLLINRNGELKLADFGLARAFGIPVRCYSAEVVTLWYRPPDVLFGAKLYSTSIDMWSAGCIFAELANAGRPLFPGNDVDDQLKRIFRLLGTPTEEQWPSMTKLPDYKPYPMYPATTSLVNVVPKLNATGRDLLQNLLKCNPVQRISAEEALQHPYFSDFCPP
Target sequence (Q15078 whole entry, looked up): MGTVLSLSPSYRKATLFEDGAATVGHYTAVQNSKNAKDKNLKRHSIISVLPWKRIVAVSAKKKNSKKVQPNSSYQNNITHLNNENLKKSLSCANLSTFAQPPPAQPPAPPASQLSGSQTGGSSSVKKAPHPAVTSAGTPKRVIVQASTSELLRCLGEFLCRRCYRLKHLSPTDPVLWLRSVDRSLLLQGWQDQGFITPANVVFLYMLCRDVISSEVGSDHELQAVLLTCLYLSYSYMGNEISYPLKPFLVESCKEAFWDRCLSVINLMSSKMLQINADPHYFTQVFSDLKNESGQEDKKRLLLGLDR
PvdQ inh: P. aeruginosa PvdQ acylase inhibition. purified PvdQ acylase, fluorescence plate reader. inhibition, % at 10 µM. 340,000 tested, 0.063% active. AID 488965; in the data active = inhibition above about 30%, passing the limit was not always enough; inconclusive = no clear call, values can overlap the other calls;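 note: 0% = vehicle neutral wells and 100% = reference inhibitor wells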
dFosB activator: activators of mouse delta FosB homodimer | P13346 | purified delta FosB, TAMRA-CDK5 oligo fluorescence polarization; percent of positive-control signal above neutral wells | activation, % at 25 µM | 340,000 tested, 0.99% active | AID 493131;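 active = mean activation above about 17%, with every replicate also reaching it, limit read from the data, passing the limit was not always enough; inconclusive = only one of the two conditions met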;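 note: fluorescence polarization rise as delta FosB binds a TAMRA Cdk5 AP-1 oligo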
HTR5A ag ctr: counter-screen for OPRM1-OPRD1 agonists: human HTR5A agonism. P47898. HTR5A agonist assay, luminescence, cell-based. activation, % at 9.3 µM. 340,000 tested, 0.61% active. AID 504692; in the data active = activation mostly above about 9.5%, no sharp cut-off; inactive = mostly below about 7.6%;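 note: 0% = cells with vehicle only and 100% = reference agonist; strong numbers were not always called active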
Target sequence (P47898 whole entry, looked up): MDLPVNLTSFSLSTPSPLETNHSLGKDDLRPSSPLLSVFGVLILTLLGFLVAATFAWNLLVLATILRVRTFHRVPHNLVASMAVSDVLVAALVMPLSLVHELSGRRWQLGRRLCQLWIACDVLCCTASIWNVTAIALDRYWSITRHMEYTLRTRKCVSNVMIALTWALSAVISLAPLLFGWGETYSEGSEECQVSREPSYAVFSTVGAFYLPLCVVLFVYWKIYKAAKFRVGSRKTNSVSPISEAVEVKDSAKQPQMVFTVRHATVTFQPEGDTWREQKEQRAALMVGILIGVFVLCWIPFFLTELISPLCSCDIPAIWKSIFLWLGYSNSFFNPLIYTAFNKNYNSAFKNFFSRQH
Wnt bcat act: Wnt/beta-catenin pathway activation. 300,000 tested, 1.2% active. activation, % at 9.35 µM. AID 743398. Wnt/beta-catenin reporter cell assay, activator, plate reader; in the data active = activation above about 30%, passing the limit was not always enough; inconclusive = no clear call, values can overlap the other calls;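 note: 0% = neutral control wells and 100% = positive control wells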
HTR5A inv ag: HTR5A inverse agonism, opioid heterodimer counter-screen; 340,000 tested, 0.083% active; HTR5A cell line, luminescence; inhibition, % at 9.3 µM; P47898; in the data active = inhibition mostly above about 23%, no sharp cut-off; inactive = mostly below about 18%;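 note: 0% = cells with DMSO and 100% = no-cell wells with DMSO; some compounds called inactive have numbers as strong as hits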
* hit, by the source's call; ? = inconclusive; / = not tested or not shown.

mol | dFosB activator | Wnt bcat act | MITF TRPM1 HTS | CDK5 inh | HTR5A ag ctr | NSD2 HMT inh | SR-BI DiI inh | HTR5A inv ag | PvdQ inh | V-ATPase pH
COc1ccc(C(=O)N2CCN(c3c(C)cccc3C)CC2)cc1OC | -11 | -1 | / | -0.6 | -1 | / | 58 | 2 | 8 | -3
CC(Oc1ccc(S(=O)(=O)N2CCCC2)cc1[N+](=O)[O-])C(=O)NC1(C#N)CCCCC1 (stereo not drawn) | -14 | -1 | 1 | -1.7 | 0 | 0 | -2 | 1 | -11 | 12
COC(=O)c1ccccc1NC(=O)C1CC(c2ccccc2O)=NO1 (stereo not drawn) | -6 | 2 | -9 | -1.5 | 3 | -6 | 8 | -26 | 10 | 4
Nc1ccn(CC(=O)N[C@H](CO)Cc2c[nH]c3ccccc23)c(=O)n1 | 3 | 1 | -1 | 0.3 | -1 | / | -2 | 11 | -17 | -2
COCCn1c(N)c(C(=S)NC(=O)c2cccs2)c(=O)[nH]c1=O | -11 | -3 | 12 | -6.0 | 4 | 5 | / | 8 | -11 | -3
CCOC(=O)c1c(NC(=O)c2ccncc2)sc(C)c1C | -7 | 7 | -4 | 1.8 | -4 | 2 | 22 | 11 | -14 | -1
O=C(Cc1c[nH]c2ccccc12)N1CCc2ccccc21 | -2 | / | 17 | 0.2 | 4 | -3 | -13 | 5 | 7 | 3
CCC(C(=O)NCCc1ccccc1)c1ccccc1 (stereo not drawn) | 3 | 1 | / | -1.8 | 8 | 5 | -13 | -6 | -2 | 2
Cc1ccccc1Nc1nnc(SCc2cc(=O)n3ccsc3n2)s1 | -5 | / | -4 | 1.8 | 3 | -2 | -4 | 21 | -11 | 3
CCn1c(Cc2ccccc2)nnc1SCC(=O)N1CCCCC1 | 6 | -5 | / | -0.1 | 4 | 1 | -21 | 1 | 1 | 4
COc1ccc(NC(=O)CSc2nnc(NC(=O)CN3CCOCC3)s2)cc1 | 5 | 0 | -4 | -3.4 | -5 | 2 | 4 | 14 | -23 | -4
CCCCCNC(=O)C1CC=CCC1C(=O)O (stereo not drawn) | 0 | / | -8 | -0.2 | 2 | -2 | 7 | -36 | -1 | 2
Cc1c(N=Cc2ccc(-c3ccc(Cl)cc3)o2)c(=O)n(-c2ccccc2)n1C | -3 | / | 8 | 2.1 | 0 | -2 | 15 | 12 | -7 | 1
CCN(Cc1ccccc1)S(=O)(=O)c1ccc(S(=O)(=O)N2CCN(CCC#N)CC2)cc1 | -6 | 0 | -2 | 1.3 | 1 | / | -13 | -2 | -6 | 0
O=C(COC(=O)c1ccc(S(=O)(=O)N2CCCC2)cc1)Nc1cccc(Br)c1 | 15 | -2 | 8 | -0.7 | -12 | 2 | -7 | -4 | -12 | 1
CC(C)=CCN1CCN(Cc2cccn2-c2nccs2)CC1CCO (stereo not drawn) | -3 | 0 | -9 | 0.1 | -1 | 6 | / | -11 | -4 | -1
Cc1cccc(NC(=O)c2sc3nc(-c4ccc(F)cc4)cn3c2C)n1 | 1 | / | 13 | -0.1 | -5 | 1 | 58 | 11 | -15 | -5
CCc1ccccc1NC(=O)c1cc(C2CC2)on1 | 9 | 0 | / | 1.5 | 2 | / | 17 | -5 | 2 | -4
O=C(Cc1ccccc1)NCCS(=O)(=O)N1CCN(c2ccccc2)CC1 | 0 | -2 | -1 | -0.6 | 1 | 1 | -18 | -3 | -18 | -1
Cc1occc1-c1nnc(SCC(=O)c2c(N)n(Cc3ccccc3)c(=O)n(C)c2=O)n1C | -6 | -7 | / | 0.1 | 2 | 0 | -2 | -5 | -9 | 4
CCCCNCC1C(Oc2ccc(Cl)cc2)C(=O)N1c1ccccc1C (stereo not drawn) | -6 | -14 | 5 | 1.1 | 12* | 2 | 7 | 4 | 1 | /
CCCOc1ccc(Cc2c(Cl)nc(SC)nc2N(C)C)cc1 | 3 | -2 | 1 | 1.4 | -1 | -4 | 11 | 11 | -17 | -2
CN(CP(=O)(O)CN(C)S(C)(=O)=O)S(C)(=O)=O | 4 | / | 1 | 0.9 | 2 | 34 | -7 | -6 | 1 | -1
COc1cccc2cc(C(=O)N3CC(C)OC(C)C3)c(=O)oc12 (stereo not drawn) | -3 | 2 | 3 | 1.3 | -2 | -1 | -28 | 6 | 0 | 1
NC(=O)NC(CC(=O)NCCc1ccc(S(N)(=O)=O)cc1)c1ccc(Cl)cc1 (stereo not drawn) | -1 | 0 | -1 | 0.5 | -4 | -2 | / | -1 | -16 | 2
O=c1[nH]c2ccc(Cl)cc2c(-c2ccccc2)c1N1CCOCC1 | -8 | 2 | 3 | 0.6 | 2 | / | / | -7 | 10 | -1
CC(C)N1C(=O)C2C(C(=O)NCc3ccccc3)C3C=CC2(O3)C1C(=O)NC(C)(C)C (stereo not drawn) | -1 | / | 11 | -1.1 | -2 | 0 | -41 | 5 | 3 | 3
COc1ccc(C(=O)/C=C/c2ccc(F)cc2)c(OC(=O)c2ccc([N+](=O)[O-])cc2)c1 | -3 | / | 20 | -1.1 | 5 | -1 | 39 | -11 | -1 | 1
Cc1ccc(-c2nnc3cccc(Cl)n23)cc1 | 2 | 0 | 3 | 0.5 | 2 | 7 | -22 | -5 | 1 | 0
O=C(COc1cc([N+](=O)[O-])cc2cccnc12)NCCC1=CCCCC1 | -12 | 1 | 2 | 0.6 | 5 | 2 | 24 | -12 | -1 | 3
CCCC(=O)N(CCN(C(=O)CCC)c1ccccc1)c1ccccc1 | -4 | / | / | -0.8 | 0 | -1 | -24 | -30 | -13 | 0
CC(C)[C@@H](NC(=O)OC(C)(C)C)C(=O)NCC1CCC(C(=O)N[C@@H](Cc2ccccc2)C(=O)O)CC1 (stereo partly drawn) | -2 | -2 | 6 | 0.4 | 6 | 26 | -33 | -22 | -16 | 0
CC(=O)N(c1ccccc1)c1nc(C)cc(C)c1C#N | 3 | -1 | -7 | -2.5 | 5 | -2 | -24 | 17 | -12 | -1
CC(C)CNC(=O)CN(c1cccc(Cl)c1)S(C)(=O)=O | -6 | -4 | -3 | 2.2 | 3 | 0 | 8 | -7 | 5 | -1
CC(=O)c1cccc(NC(=O)CCCOc2ccc(C)cc2)c1 | -9 | 1 | -7 | -3.8 | 0 | 3 | 8 | 10 | 1 | 3
Cc1cc(=O)[nH]c(SCC(=O)NCCc2ccccc2)n1 | 1 | / | -6 | 0.9 | 4 | -1 | -13 | -32 | -7 | -2
CCC(C)/C(C)=N/NC(=O)CSc1nc2ccccc2[nH]1 (stereo not drawn) | -2 | / | -7 | -0.1 | 6 | -4 | -4 | 7 | -10 | 4
O=C1C2CCCN2C(c2cccs2)N1c1ccc(Cl)cc1 (stereo not drawn) | -5 | / | -6 | 2.2 | 1 | / | 8 | -41 | 16 | 2
COc1ccc(-c2csc(NC(=O)C3CC(=O)N(c4ccc5c(c4)OCCO5)C3)n2)cc1 (stereo not drawn) | -7 | / | -31 | -1.2 | 1 | 0 | 35 | -4 | -7 | -1
CC(C)CC(=O)N/C(N)=N/c1nc2ccccc2o1 | -2 | 53* | 86* | 0.3 | -3 | -2 | -4 | -16 | 9 | -2
CCCn1cc(NC(=O)c2cc(-c3ccccc3)on2)cn1 | -5 | / | 13 | 0.3 | 3 | 0 | 11 | -38 | -12 | 3
CC1Nc2ncnc(N3CCOCC3)c2N(Cc2ccccc2)C1=O (stereo not drawn) | -10 | -2 | 2 | -0.3 | -2 | / | -9 | -5 | -7 | -4
COc1cccc2c(=O)c3c(cnn3C)n(C)c12 | -2 | / | 14 | -1.4 | 5 | -3 | -6 | -14 | -28 | 2
O=C(NC1CCCCC1)c1ccc([N+](=O)[O-])cc1 | -1 | -3 | 18 | -0.8 | -4 | -1 | 23 | 15 | -13 | -2
COc1ccc(-n2c(COc3cccc4ccccc34)nnc2SCC(=O)NCc2ccco2)cc1 | -9 | / | / | -0.7 | -1 | 2 | -4 | 0 | 8 | -2
COc1ccc2c(c1)C(=O)N(c1ccc(C)cc1)C(=O)C2 | -1 | / | 3 | -0.3 | 1 | 49 | -9 | 7 | -4 | -3
CC(=O)OC/C=C(\C)CCC=C(C)C | 7 | -1 | / | 1.3 | -5 | / | -4 | -7 | -16 | 5
Cc1c(NS(=O)(=O)c2ccc(Br)s2)c(=O)n(-c2ccccc2)n1C | -3 | -2 | 3 | 1.1 | 4 | 2 | 7 | 3 | -12 | 5
O=C(NC1CCS(=O)(=O)C1)c1ccc(S(=O)(=O)N2CCCCC2)cc1 (stereo not drawn) | 3 | -1 | -19 | -0.4 | -4 | -2 | / | -36 | -11 | /
Cc1cc(CNC(=O)CC2C(=O)NCCN2Cc2ccccc2C(F)(F)F)nn1C (stereo not drawn) | -8 | 2 | 4 | 7.5 | -3 | 0 | / | 5 | 7 | -1
COc1cc(NC(C)=O)ccc1NC(=O)c1cc2ccccc2o1 | 3 | 3 | 39 | 0.6 | 4 | -1 | 5 | 6 | 5 | -1
CC1CCC2(CC1)NC(=O)N(CC(=O)c1ccc3c(c1)OCO3)C2=O (stereo not drawn) | 0 | 2 | 1 | -0.2 | -4 | 3 | -7 | 8 | -3 | 2
COc1ccc(NC(=S)N2CCN(C/C=C/c3ccccc3)CC2)cc1 | -5 | 0 | -18 | 3.7 | 3 | 7 | 10 | -1 | 8 | 1
CC(=O)c1ccc(Nc2nc3ccccc3nc2NS(=O)(=O)c2cccs2)cc1 | -6 | -1 | -20 | -1.4 | 7 | -5 | 0 | -1 | -3 | -1
Cc1ccc(Nc2cccccc2=O)cc1 | -9 | 26 | ? | 0.6 | 6 | 1 | 16 | -11 | 15 | -9
Cc1cc(C(=O)CSc2ccc(F)cc2)cc(C)c1O | -3 | 11 | 66 | 1.0 | -1 | 0 | 3 | 5 | -8 | -1

(cont.)
mol | dFosB activator | Wnt bcat act | MITF TRPM1 HTS | CDK5 inh | HTR5A ag ctr | NSD2 HMT inh | SR-BI DiI inh | HTR5A inv ag | PvdQ inh | V-ATPase pH
COc1ccc(OC)c(S(=O)(=O)CC(O)COc2ccccc2Cl)c1 (stereo not drawn) | -6 | 2 | -1 | 2.2 | 4 | -3 | 3 | -17 | -10 | -6
O=c1ccc(S(=O)(=O)N2CCCC2)cn1Cc1ccc(Cl)cc1Cl | -1 | 3 | -10 | 0.7 | -5 | -3 | 16 | 13 | -7 | -1
CN(CC(=O)Nc1ccccc1C(F)(F)F)C(=O)C1CC1 | -9 | 2 | -2 | -1.0 | 10 | 0 | -15 | -26 | 7 | 0
Cc1ccccc1C(=O)N1CCN(c2ccc(NC(=O)Cc3ccccc3)cc2)CC1 | -13 | -1 | -8 | -0.1 | -1 | 1 | 36 | -10 | -7 | 0
COc1ccc(C(C)NC(=O)Nc2ccc(C(C)=O)cc2)cc1OC (stereo not drawn) | -20 | 2 | 42 | 1.9 | 3 | 0 | -1 | 16 | -11 | 4

Rows are unselected; overall some 5% were active at least once.
